Screens: PubChem, National Center for Advancing Translational Sciences (NCATS)
AMA1 RON2 block – inhibitors of Plasmodium falciparum AMA1-RON2 interaction | Potency, µM (doses to about 58.2 µM), inactives show at the top dose activity change, negative = inhibition, actives largely listed as inhibitors | AlphaScreen AMA1-biotinylated RON2 peptide binding | actives 0.2% (n = 360,000);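 note: potency is the fitted concentration of half-maximal effect; 0% = vehicle wells and -100% = peptide control; nearly all actives have a fitted effect of over 45% in size; some results filed as inactive show a strong effect at the top dose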
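AMA1 (3D7) with his tag at 25 nM final met compounds first, then biotinylated RON2 peptide at 25 nM; detection used donor plus acceptor beads, 10 µg/mL apiece, read by AlphaScreen after 30 min at room temperature.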
Sm TGR block – blocks Schistosoma mansoni thioredoxin glutathione reductase | Potency, µM (top dose mostly 114 µM), for inactives: at the top dose activity change, negative = inhibition, hits mostly inhibitors | AID 485364 | purified TGR, DTNB reduction, TNB absorbance 405 nm | actives 3% (n = 360,000); note: potency is the fitted concentration of half-maximal effect; nearly all actives have a fitted effect of over 60% in size
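TGR 20 nM + NADPH 100 uM (dispensed conc.), cpd preinc 15 min RT; start with NADPH (500 uM addition) then DTNB (15 mM addition). Kinetic TNB absorbance, 405 nm filter. Four-parameter Hill fit across titration.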
HCMV inh – blocks human cytomegalovirus replication. HFF cells, HCMV-luciferase reporter, 72 h; active compounds read low. activity change, negative = inhibition, % at 57.5 µM. actives 4.5% (n = 410,000). AID 1259415; in the data active = activity change below about -60%; inconclusive = no clear call, values can overlap the other calls; inactive = above about -39%
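Compounds were evaluated in HFFs infected with an HCMV luciferase reporter virus (MOI 1 PFU/cell). Luciferase in lysates collected 72 h post infection served as the replication measure.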
Tb PYK inh – blocks Trypanosoma brucei pyruvate kinase | Q57TT1 | TbPYK enzyme, Kinase-Glo Plus ATP luminescence, 45 min | Potency, µM (titrated, usually from 76.8 µM), for inactives: at the highest dose activity, negative = inhibition, usual class: inhibitors | actives 0.12% (n = 410,000) | AID 624173; note: potency is the fitted concentration of half-maximal effect; nearly all actives have a fitted effect of over 50% in size
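ADP (130 uM final) triggers the TbPYK reaction after compound addition; incubation is 45 min at room temperature. Kinase-Glo Plus is then added and luminescence imaged. Normalized data are fitted to concentration-effect curves.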
LmPK inh – inhibitors of Leishmania mexicana pyruvate kinase; actives 0.37% (n = 290,000); purified LmPK, Kinase-Glo ATP luminescence, 1 h; Q27686; Potency, µM (series often up to 57.5 µM), for the others: at the highest dose activity change, negative = inhibition, most hits filed as inhibitors; note: potency is the fitted concentration of half-maximal effect
Target sequence (Q27686 whole entry, looked up): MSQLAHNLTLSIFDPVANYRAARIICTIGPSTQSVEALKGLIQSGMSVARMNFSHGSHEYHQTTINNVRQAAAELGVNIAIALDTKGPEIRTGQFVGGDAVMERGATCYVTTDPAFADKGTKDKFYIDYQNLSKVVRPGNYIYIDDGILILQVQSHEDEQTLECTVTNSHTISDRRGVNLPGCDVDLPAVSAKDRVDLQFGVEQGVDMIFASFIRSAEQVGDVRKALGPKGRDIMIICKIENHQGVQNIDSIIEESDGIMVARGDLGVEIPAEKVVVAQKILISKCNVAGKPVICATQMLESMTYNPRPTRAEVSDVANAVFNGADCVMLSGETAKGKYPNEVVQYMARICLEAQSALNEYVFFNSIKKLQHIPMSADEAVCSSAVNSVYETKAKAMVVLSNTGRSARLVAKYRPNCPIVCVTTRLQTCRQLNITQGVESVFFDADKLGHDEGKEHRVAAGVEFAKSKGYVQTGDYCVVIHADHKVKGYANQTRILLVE
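Purified LmPK (0.1 nM) converted ADP (0.1 mM) to ATP with PEP (0.5 mM) in imidazole buffer pH 7.2 with KCl and MgCl2, 1 h at room temperature. ATP was read by Kinase-Glo luminescence; data normalized to uninhibited and no-enzyme controls.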
AmpC detergent – inhibitors of E. coli AmpC beta-lactamase with detergent | Potency, µM (series often up to 114 µM), inactives show at the highest dose activity change, negative = inhibition, hits mostly inhibitors | actives 0.041% (n = 370,000) | P00811 | AmpC hydrolysis of nitrocefin, absorbance 480 nm, 0.01% Triton;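 note: potency is the fitted concentration of half-maximal effect; 0% = no-compound wells and -100% = no-enzyme wells; nearly all actives have a fitted effect of over 25% in size; some results filed as inactive show a strong effect at the top dose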
Target sequence (P00811 whole entry, looked up): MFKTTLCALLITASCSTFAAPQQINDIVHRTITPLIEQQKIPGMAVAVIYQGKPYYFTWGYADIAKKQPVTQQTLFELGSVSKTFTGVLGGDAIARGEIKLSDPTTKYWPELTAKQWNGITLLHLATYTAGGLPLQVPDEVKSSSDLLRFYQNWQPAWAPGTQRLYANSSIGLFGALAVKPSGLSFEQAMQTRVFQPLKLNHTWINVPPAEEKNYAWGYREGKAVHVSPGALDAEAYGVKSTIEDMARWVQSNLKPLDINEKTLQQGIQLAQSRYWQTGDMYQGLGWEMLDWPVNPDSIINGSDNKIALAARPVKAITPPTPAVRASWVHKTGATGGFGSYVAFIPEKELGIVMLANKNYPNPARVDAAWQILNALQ
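AmpC (5.3 nM in the dispensed reagent) in 20 mM phosphate pH 7.0 with 0.01% (detergent screen) or 0.0001% Triton X-100 was preincubated with compounds for 15 min at room temperature. Nitrocefin was then added from an 800 uM solution, and hydrolysis was followed at 480 nm.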
AmpC inh no detg – AmpC beta-lactamase inhibition without detergent; P00811; AmpC nitrocefin hydrolysis, absorbance 480 nm, 0.0001% Triton; Potency, µM (series often up to 57.1 µM), without a hit: at the top dose activity change, negative = inhibition, most hits filed as inhibitors; actives 0.52% (n = 330,000); AID 485341;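 note: potency is the fitted concentration of half-maximal effect; plate controls were no compound for no effect and no enzyme for full effect; nearly all actives have a fitted effect of over 20% in size; some results filed as inactive show a strong effect at the top dose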
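AmpC (5.3 nM in the dispensed reagent) in 20 mM phosphate pH 7.0 with 0.01% (detergent screen) or 0.0001% Triton X-100 was preincubated with compounds for 15 min at room temperature. Nitrocefin was then added from an 800 uM solution, and hydrolysis was followed at 480 nm.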
* = called active by the depositor; u = inconclusive; x = not tested or not shown; [ ] = remark or other dose. Unless noted, calls come from the whole dose curve; as a rule, active = well fitted curve in the direction sought with a large enough effect; inconclusive = small, poorly fitted or top-dose-only effect, or another doubt; inactive = no such curve, though single readings can be large; an effect the other way counts as inactive or inconclusive. Unless noted, % is set by controls: 0 for no effect and ±100 for the full control effect.

SMILES	AMA1 RON2 block	Sm TGR block	HCMV inh	Tb PYK inh	LmPK inh	AmpC detergent	AmpC inh no detg
CCOC(=O)COc1ccc2c3c(c(=O)oc2c1)CCCC3	1%	-13%	3	-8%	2%	2%	-11%
COC(=O)c1ccc(Cl)cc1NC(=O)NCCc1c(C)nn(C)c1C	x	-5%	-20	-6%	x	-1%	x
COC(=O)c1ccc(NC(=O)CN2C(=O)CC(C)S(=O)(=O)c3ccccc32)cc1 (stereo not given)	-8%	-2%	-7	2%	-1%	1%	14%
Nc1cc(=O)nc(SCC(=O)Nc2ccccc2)n1CCc1ccccc1	x	-13%	12	-6%	x	3%	x
CNC(=S)NCc1ccc2[nH]c(C)cc2c1	21%	3%	-18	1%	-8%[11.5 µM]	4%	-25%
O=C(NCCc1ccc(Cl)cc1)C1CCC(=O)N1Cc1ccccc1Cl (stereo not given)	8%	-12%	-7	-6%	0%	-14%	118%[activator]
O=C(NC1CC1)c1ccccc1	-6%	x	-2	-9%	x	x	x
O=C(/C=C/Nc1ccc(F)cc1)c1ccc(Br)cc1	-4%	4%	75	4%	-14%	-6%	-7%[2.29 µM]
O=C(COc1coc(CN2CCN(c3ccccc3)CC2)cc1=O)Nc1ccc(F)cc1	5%	-8%	-83*	5%	x	0%	-3%
CCOC(=O)c1cc(-c2ccc(F)cc2)n(CC(=O)NCc2ccc(OC)cc2)c1C	x	3%	0	7%[15.4 µM]	x	3%	x
COc1ccc(C(CC(=O)N2CCOCC2)c2c(OC)cc(OC)c3ccc(=O)oc23)cc1 (stereo not given)	4%	-16%	11	3%	9%	-8%	125%[activator]
CCOc1ccc(OCCC(=O)N(CC)CC(=O)Nc2ccccc2C(F)(F)F)cc1	-1%	-1%	-24	1%	x	u	50%
O=C(Nc1cc(-c2ccccc2)nn1-c1ccccc1)c1ccccc1F	7%	-2%	-21	0%	x	-7%	-23%
O=C(N/N=C/c1ccc(-c2cccc([N+](=O)[O-])c2)o1)c1ccccc1O	12%	1%	9	-10%	3%	1%	-23%
NS(=O)(=O)c1cc2c(cc1Cl)NC(C1C[C@H]3C=C[C@@H]1C3)NS2(=O)=O (stereo not given in full)	8%	-3%	-4	-7%	7%	-12%	-37%
COc1nc(C)nc2c1ccc1ccccc12	26%	-7%	1	1%	-1%	-10%	-14%
CCc1cc2c(C)ccc(C)c2nc1SCC(=O)Nc1c(C)[nH]c(=O)[nH]c1=O	-22%	-1%	-14	-21%	0%	10%	-12%
O=C(O)C1CC(=O)N(c2ccc(OCc3ccc(Cl)cc3Cl)cc2)C1 (stereo not given)	-4%	3%	-8	2%	0%	-6%	-12%
COc1ccc(/C=C2\SC(=S)N(CC(=O)OCC(=O)Nc3cc(Cl)cc(Cl)c3)C2=O)cc1	4%	8%	-15	-13%	0%	8%	u
CCCCNC(=O)c1onc(CSc2ccc(C(C)C)cc2)c1C(=O)O	-2%	6%	-5	-2%	7%	u	-34%
CC(C)OC(=O)C(C)Nc1ccc(F)c(Cl)c1 (stereo not given)	15%	1%	0	3%	0%	7%	-6%
COc1cc(C)ccc1OCC(=O)OCC(=O)c1[nH]c(C)c(C(C)=O)c1C	-2%	x	-5	0%	x	x	2%
CC(C)n1cc([C@@H]2C[C@H]3CN(Cc4cccc(Cl)c4)C(=O)[C@]34CCCN24)cn1	-4%	4%[57.1 µM]	30	-8%	5%	-2%	141%[activator]
Cc1nc(SCc2nc3ccccc3[nH]2)c2oc3ccccc3c2n1	-3%	6%	-16	3%	1%	0%	81%[activator]
CCOC(=O)c1ccc(N2C(=O)C(O)=C(C(C)=O)C2c2ccc([N+](=O)[O-])cc2)cc1 (stereo not given)	-17%	0%	21	9%	4%	2%	-20%

Rewritten with two lines to a compound: entries from further up
Screens in order: AMA1 RON2 block	Sm TGR block	HCMV inh	Tb PYK inh	LmPK inh	AmpC detergent	AmpC inh no detg
O=C(N/N=C/c1ccc(-c2cccc([N+](=O)[O-])c2)o1)c1ccccc1O
    12%	1%	9	-10%	3%	1%	-23%
NS(=O)(=O)c1cc2c(cc1Cl)NC(C1C[C@H]3C=C[C@@H]1C3)NS2(=O)=O (stereo not given in full)
    8%	-3%	-4	-7%	7%	-12%	-37%
COc1nc(C)nc2c1ccc1ccccc12
    26%	-7%	1	1%	-1%	-10%	-14%
CCc1cc2c(C)ccc(C)c2nc1SCC(=O)Nc1c(C)[nH]c(=O)[nH]c1=O
    -22%	-1%	-14	-21%	0%	10%	-12%
O=C(O)C1CC(=O)N(c2ccc(OCc3ccc(Cl)cc3Cl)cc2)C1 (stereo not given)
    -4%	3%	-8	2%	0%	-6%	-12%
COc1ccc(/C=C2\SC(=S)N(CC(=O)OCC(=O)Nc3cc(Cl)cc(Cl)c3)C2=O)cc1
    4%	8%	-15	-13%	0%	8%	u
CCCCNC(=O)c1onc(CSc2ccc(C(C)C)cc2)c1C(=O)O
    -2%	6%	-5	-2%	7%	u	-34%
CC(C)OC(=O)C(C)Nc1ccc(F)c(Cl)c1 (stereo not given)
    15%	1%	0	3%	0%	7%	-6%
COc1cc(C)ccc1OCC(=O)OCC(=O)c1[nH]c(C)c(C(C)=O)c1C
    -2%	x	-5	0%	x	x	2%
CC(C)n1cc([C@@H]2C[C@H]3CN(Cc4cccc(Cl)c4)C(=O)[C@]34CCCN24)cn1
    -4%	4%[57.1 µM]	30	-8%	5%	-2%	141%[activator]
Cc1nc(SCc2nc3ccccc3[nH]2)c2oc3ccccc3c2n1
    -3%	6%	-16	3%	1%	0%	81%[activator]
CCOC(=O)c1ccc(N2C(=O)C(O)=C(C(C)=O)C2c2ccc([N+](=O)[O-])cc2)cc1 (stereo not given)
    -17%	0%	21	9%	4%	2%	-20%

Carrying on:
SMILES	AMA1 RON2 block	Sm TGR block	HCMV inh	Tb PYK inh	LmPK inh	AmpC detergent	AmpC inh no detg
CCN(CC(=O)Nc1c(F)cccc1F)C(=O)c1ccc2c(c1)OCCO2	-5%	-18%	-5	-6%	x	u	-13%
Cc1cccc(C)c1OCC(=O)N(Cc1ccc(N(C)C)cc1)C1CCS(=O)(=O)C1 (stereo not given)	-7%	-22%	88	0%	6%	-11%	66%[activator]
CSc1cc(C)[nH]c(=O)n1	4%	12%	-14	2%	12%[11.5 µM]	2%	-22%
CCOC(=O)c1c(NC(=O)CC)sc(C(C)=O)c1C	11%	2%	59	-22%	1%	u	0%
Cc1ccc(C)n1NC(=O)c1ccc(Cl)cc1	3%	-18%	-16	-2%	6%	0%	-25%
Cc1cccc(C(=O)OC2CCCN(C)C2)c1C (stereo not given)	-4%	6%	8	2%	1%	3%	-21%
COc1ccc(CN(C)C(=O)COc2cccc(-n3cnnn3)c2)cc1OC	-7%	x	132	-3%	x	x	-16%
C=CCn1c(SCC(=O)c2ccc(CNC(C)=O)o2)nc2ccccc2c1=O	-1%	u	-14	0%	2%	-1%	40%
Cc1onc(-c2ccc(Cl)cc2)c1-c1ccnc(SCC(=O)Nc2cc(Cl)cc(Cl)c2)n1	32%[activator]	1%	-15	-3%	-5%	9%	-20%
Cc1ccc(C(=O)COC(=O)CNC(=O)CN2C(=O)c3ccccc3C2=O)cc1	22%	16%	18	-1%	0%	1%	-11%
Cn1c2ccccc2c2cnn(CC(=O)Nc3ccccc3C(F)(F)F)c(=O)c21	x	-2%	20	1%	x	3%	x
Nc1c(-c2n[nH]c(=S)n2-c2ccc(Cl)cc2Cl)cnn1-c1ccccc1	54%[activator]	-33%	-7	-14%	-4%	6%	-25%
CN(C)c1ccc(/C=N/NC(=O)c2ccc(CN3C(=O)c4cccc5cccc3c45)cc2)cc1	x	5%	x	x	9%	-9%	-13%
COCCCn1c(=O)c2ccccc2n(CC(=O)NC2CCCC2)c1=O	11%	2%	-29	-4%	-4%	-1%	1%
COc1ccc(Cl)c(Cn2c(NCc3ccccn3)nc3c2c(=O)n(C)c(=O)n3C)c1	12%	-13%	26	1%	-12%	0%	56%
COCCCNC(=O)C(C)n1c2ccccc2c2cnn(C)c(=O)c21 (stereo not given)	x	8%	12	-2%	x	14%	x
O=C(NNC(=S)NC(=O)c1ccc(F)cc1)c1ccncc1	33%[activator]	x	u	-17%	x	x	-9%
COc1ccccc1NC(=O)c1ccc(N2CC3CC(C2)c2cccc(=O)n2C3)c(NC(=O)c2cccnc2)c1 (stereo not given)	7%	-17%	0	-12%	-1%	-9%	90%[activator]
COCCn1c(SCC(=O)NCc2ccco2)nnc1C(C)C	9%	45µM*	-4	0%	-1%	1%	-5%
COCCCNc1oc(-c2ccccc2OC)nc1C#N	-3%	-15%	-3	-1%	7%	-5%	u
COc1ccc(CCN2C(=O)CC(C(N)=O)SC2=Nc2ccccc2)cc1 (stereo not given)	5%	-2%	12	-1%	10%	4%	61%[activator]
COC(=O)c1cc(C(=O)OCC(=O)N2c3ccccc3NC(=O)C2(C)C)cc([N+](=O)[O-])c1	11%	3%	x	-6%	0%	u	-22%
O=C(COc1cccc(NC(=O)c2ccco2)c1)c1ccc(F)cc1	4%	-2%	37	-3%	2%	-20%	-24%
Cn1cnnc1SCc1ccc(C(=O)NN)cc1	-3%	30%	16	-2%	-9%	3%	-11%
COc1ccc(CCNC(=O)C2CC(c3cccc(F)c3)=NO2)cc1 (stereo not given)	1%	10%	-5	-8%	-1%	-9%	18%
(next part)
SMILES	AMA1 RON2 block	Sm TGR block	HCMV inh	Tb PYK inh	LmPK inh	AmpC detergent	AmpC inh no detg
COC(=O)c1sccc1NC(=O)CSc1ccccc1NS(=O)(=O)c1ccccc1Cl	-3%	-4%	-13	1%	4%	1%	u
NNC(=O)c1cnn(-c2ccccc2)c1-n1cccc1	33%[activator]	5%	20	2%	1%	0%	-29%
NC1(C(=O)O)CC1	24%	x	-7	-9%	x	x	x
COc1ccc(-c2cc(C(=O)NCC3CCCO3)c3ccccc3n2)c(OC)c1 (stereo not given)	0%	0%	11	-2%	-1%	1%	42%
COc1ccc2[nH]c3c(c2c1)CCN1C(=O)C(CC(=O)NCc2ccc(OC)c(OC)c2)C[C@H](C(=O)N2CCOCC2)[C@@]31CCC1CCCC1 (stereo not given in full)	-19%	x	-16	3%	x	x	256%[activator]
O=C1C=CC2C3C(=O)N(c4ccccc4)C(=O)C3C1N2Cc1ccccc1 (stereo not given)	4%	x	-78*	-13%	x	x	x
CNC(=O)/C(C#N)=C/c1ccc(OCCOc2ccccc2)cc1	0%	-9%	89	-1%	7%	u	-4%
